# Bioassay records as filed in PubChem BioAssay.
# EBI2 antag = blocks human EBI2 receptor beta-arrestin signaling. inhibition, % at 5 µM. 360,000 tested, 0.81% active. P32249. EBI2 beta-arrestin recruitment, luminescence, 7a,25-OHC stimulated; in the data active = inhibition above about 38%;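 also: enzyme fragment complementation signal reports receptor beta-arrestin coupling in cells; 0% = agonist plus DMSO wells and 100% = wells without agonist; some results beyond the cut were filed as inactive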
# Target sequence (P32249 whole entry, looked up, the tested form may be a part): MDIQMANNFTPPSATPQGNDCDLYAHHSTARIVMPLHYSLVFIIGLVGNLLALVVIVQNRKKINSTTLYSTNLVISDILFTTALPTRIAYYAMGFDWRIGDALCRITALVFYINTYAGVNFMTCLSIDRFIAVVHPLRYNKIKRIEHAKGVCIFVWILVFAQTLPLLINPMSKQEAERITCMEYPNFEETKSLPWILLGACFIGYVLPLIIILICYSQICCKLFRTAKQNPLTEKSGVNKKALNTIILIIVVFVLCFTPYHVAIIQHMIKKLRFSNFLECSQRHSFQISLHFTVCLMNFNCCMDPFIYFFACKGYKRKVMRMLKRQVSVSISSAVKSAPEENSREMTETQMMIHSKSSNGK
# CCR6 antagonist = antagonists of human CCR6 receptor. inhibition, % at 20 µM. P51684. CHO-K1 CCR6 PathHunter beta-arrestin, luminescence, CCL20-stimulated. 340,000 tested, 0.49% active. AID 493098;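 active = compounds whose inhibition of the agonist-driven luminescence signal at 20 µM reaches about 50%, limit read from the data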;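 also: cells stimulated with CCL20 at 14 nM final; plate controls were DMSO with CCL20 for no effect and DMSO without agonist for full effect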
# Target sequence (P51684 whole entry, looked up): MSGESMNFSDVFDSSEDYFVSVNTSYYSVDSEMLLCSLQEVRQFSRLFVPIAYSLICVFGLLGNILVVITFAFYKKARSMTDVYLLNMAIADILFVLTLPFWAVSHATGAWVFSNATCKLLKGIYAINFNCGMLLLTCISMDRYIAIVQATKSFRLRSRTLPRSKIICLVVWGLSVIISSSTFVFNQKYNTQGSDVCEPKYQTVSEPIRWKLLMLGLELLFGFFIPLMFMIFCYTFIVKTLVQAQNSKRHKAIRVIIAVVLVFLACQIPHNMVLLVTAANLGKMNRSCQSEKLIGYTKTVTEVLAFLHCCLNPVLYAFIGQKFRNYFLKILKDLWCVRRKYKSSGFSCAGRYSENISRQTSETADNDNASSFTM
# CXCR6 block = blocks human CXCR6 beta-arrestin recruitment | CHO-K1 PathHunter CXCR6 beta-arrestin, luminescence | inhibition, % at 20 µM | 360,000 tested, 0.36% active; in the data active = inhibition above about 34%, passing the limit was not always enough;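 also: antagonist mode with CXCL16 agonist at 10 nM final; 0% = 10 nM CXCL16 with DMSO and 100% = unstimulated wells without agonist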
# Target sequence (O00574 whole entry, looked up): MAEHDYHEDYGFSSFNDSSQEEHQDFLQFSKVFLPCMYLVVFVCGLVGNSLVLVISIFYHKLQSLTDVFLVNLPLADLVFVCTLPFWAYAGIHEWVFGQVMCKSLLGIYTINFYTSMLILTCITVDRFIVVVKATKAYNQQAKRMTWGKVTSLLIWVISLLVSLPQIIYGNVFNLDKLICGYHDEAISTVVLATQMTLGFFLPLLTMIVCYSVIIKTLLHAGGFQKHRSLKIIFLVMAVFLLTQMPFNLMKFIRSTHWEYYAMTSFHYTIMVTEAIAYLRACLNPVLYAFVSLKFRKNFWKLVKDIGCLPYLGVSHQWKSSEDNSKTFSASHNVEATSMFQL
# * marks the source's active call; other numbers are inactive results. Not all compounds are listed; count on the stated rates, not on these rows.
SMILES,EBI2 antag,CCR6 antagonist,CXCR6 block
ClC1(Cl)CC1CSc1ncn[nH]1 (configuration not stated),-13,2,-3
O=C(CSc1nc2c(c(=O)n1-c1ccc(Cl)cc1)SCC2)Nc1nccs1,8,27,16
CCOC(=O)C1(C(=O)OCC)NC(=O)CC1C(C)C (configuration not stated),0,-2,-5
N=C1N(c2ccccc2)C(=S)C(=Nc2ccccc2)N1c1ccccc1,17,29,18
C#CCOCCOCCOCCNc1nc(N2CCN(C(=O)[C@H](C)n3cc(CCC(=O)O)nn3)CC2)nc(N2CCN(C(=O)[C@H](CCCCN)n3cc(CCCC)nn3)CC2)n1,-2,-8,-1
C(C#CCN1CCOCC1)#CCN1CCOCC1,-1,1,0
Cc1cc(C2C(=O)NC(=O)C2=O)c(C)cc1Br (configuration not stated),12,2,4
CCCCN1C(=O)/C(=C/C=C2\Oc3ccccc3N2CC)SC1=S,23,31,32
CCCCC1(C2CCCC2)NC(=O)NC1=O (configuration not stated),-6,10,3
CC(C)N1C(=O)CC(Nc2cccc3cccc(N)c23)C1=O (configuration not stated),7,-7,-14
CCc1nnc(NC(=O)CCN(c2ccc(C)cc2)S(=O)(=O)c2ccccc2)s1,1,-2,7
NN=C1c2ccccc2C(=O)C1C(=O)C(c1ccccc1)c1ccccc1 (configuration not stated),0,63*,40*
COc1cccc(CNc2ncnc3cc(Cl)ccc23)c1,2,7,-5
OC(COc1c(Br)cc(Br)cc1Br)CN1CCOCC1 (configuration not stated),-7,5,-8
CC(C)CC1(C2CCCC2)NC(=O)NC1=O (configuration not stated),-5,4,3
C=CC(=O)Nc1cccc(N(C)c2ccnc(Nc3ccc(N4CCN(C)CC4)cc3)n2)c1,-2,13,-2
Cc1ccc(NC(=O)c2cc(NC(=O)/C=C\C(=O)O)ccc2N2CCCCC2)cc1,5,10,3
CCOc1ccc(NC(=O)CN(C)C(=O)C2CC(=O)N(c3cccc(SC)c3)C2)cc1OCC (configuration not stated),0,-2,-6
Cc1nnc(NC(=O)C23CC4CC(C)(CC(C)(C4)C2)C3)s1,-1,8,-9
Cc1onc(-c2c(F)cccc2Cl)c1C(=O)Nc1cc(S(=O)(=O)N2CCCCC2)ccc1O,3,-4,-1

# Full records as entered above:
# Entry for Cc1onc(-c2c(F)cccc2Cl)c1C(=O)Nc1cc(S(=O)(=O)N2CCCCC2)ccc1O = EBI2 antag: 3; CCR6 antagonist: -4; CXCR6 block: -1
# Entry for CCCCC1(C2CCCC2)NC(=O)NC1=O (configuration not stated) = EBI2 antag: -6; CCR6 antagonist: 10; CXCR6 block: 3

# New compounds follow.
SMILES,EBI2 antag,CCR6 antagonist,CXCR6 block
CCCCC1OC2(C)OC(=N)C1(C#N)C(C#N)(C#N)C2c1ccccc1 (configuration not stated),4,18,-6
CC(C)C[C@H]1CNC(=S)N1CC1CCN(CCCCc2ccccc2)CC1,-7,4,12
Cc1cn(CC(=O)NCCc2c[nH]c3ccccc23)c(=O)[nH]c1=O,-4,-2,0
Nc1nc(N)nc(-c2cccc(Br)c2)n1,-9,-1,-2
O=c1n(Cc2ccccc2Cl)c2sc3c(c2c2ncnn12)CCCC3,10,26,3
Cc1ccc(NC(=O)c2cc3ccccc3o2)cc1S(=O)(=O)N(C)C,10,-2,-22
C=CCn1c(SCC(=O)c2[nH]c(C)c(C(=O)OC)c2C)nc2scc(-c3ccc(OC)c(OC)c3)c2c1=O,-13,-11,-6
COc1cc(C(=O)N/N=C/c2sccc2C)cc(OC)c1OC,-15,0,0
O=C(O)C1C2CCC(O2)C1C(=O)Nc1ccc(Br)cc1F (configuration not stated),-6,9,1
CN(C)c1ccc(/C=C2/C[N+](C)(C)C/C(=C/c3ccc(N(C)C)cc3)C2=O)cc1,-17,62*,49*
CC(=O)CC(=O)NC1CCc2ccccc21 (configuration not stated),0,5,5
NC(=O)CN1C(=O)C(O)(CC(=O)c2ccccc2O)c2ccccc21 (configuration not stated),-6,-7,-4
Cc1nc2ccccc2c2c(N)cccc12,12,11,-3
O=C(CNC(=O)c1ccc(-c2ccccc2)cc1)OCc1ccc(Br)cc1,13,-5,2
CC[C@H]1C(Nc2ccccc2)C[C@@H]2CCN3C(=O)CC[C@H]1[C@H]23 (some centres not stated),-2,-3,-4
Cc1cc(NC(=O)CSc2nc3c([nH]c4ccccc43)c(=O)n2-c2cccc(C(F)(F)F)c2)no1,9,6,5
Cc1ccc(NC(=O)N(O)C2CCCCC2C#N)cc1 (configuration not stated),-5,2,3
O=[N+]([O-])c1cccc(COc2ccccc2CN2CCCCC2)c1,0,18,-3
CN(C)S(=O)(=O)c1cccc(C(=O)Nc2cc(S(=O)(=O)N3CCOCC3)ccc2N2CCCC2)c1,-8,6,0
Cc1cc(C)cc(Oc2nc3c(C)cccn3c(=O)c2/C=C(\C#N)C(=O)NC2CCS(=O)(=O)C2)c1 (configuration not stated),50*,17,6

# 16 compounds from above, sorted by length of the SMILES, largest number first.
SMILES,EBI2 antag,CCR6 antagonist,CXCR6 block
C=CCn1c(SCC(=O)c2[nH]c(C)c(C(=O)OC)c2C)nc2scc(-c3ccc(OC)c(OC)c3)c2c1=O,-13,-11,-6
Cc1cc(C)cc(Oc2nc3c(C)cccn3c(=O)c2/C=C(\C#N)C(=O)NC2CCS(=O)(=O)C2)c1 (configuration not stated),50*,17,6
Cc1cc(NC(=O)CSc2nc3c([nH]c4ccccc43)c(=O)n2-c2cccc(C(F)(F)F)c2)no1,9,6,5
CN(C)S(=O)(=O)c1cccc(C(=O)Nc2cc(S(=O)(=O)N3CCOCC3)ccc2N2CCCC2)c1,-8,6,0
CN(C)c1ccc(/C=C2/C[N+](C)(C)C/C(=C/c3ccc(N(C)C)cc3)C2=O)cc1,-17,62*,49*
CC[C@H]1C(Nc2ccccc2)C[C@@H]2CCN3C(=O)CC[C@H]1[C@H]23 (some centres not stated),-2,-3,-4
CCCCC1OC2(C)OC(=N)C1(C#N)C(C#N)(C#N)C2c1ccccc1 (configuration not stated),4,18,-6
Cc1cn(CC(=O)NCCc2c[nH]c3ccccc23)c(=O)[nH]c1=O,-4,-2,0
Cc1ccc(NC(=O)c2cc3ccccc3o2)cc1S(=O)(=O)N(C)C,10,-2,-22
O=c1n(Cc2ccccc2Cl)c2sc3c(c2c2ncnn12)CCCC3,10,26,3
O=C(O)C1C2CCC(O2)C1C(=O)Nc1ccc(Br)cc1F (configuration not stated),-6,9,1
COc1cc(C(=O)N/N=C/c2sccc2C)cc(OC)c1OC,-15,0,0
Cc1ccc(NC(=O)N(O)C2CCCCC2C#N)cc1 (configuration not stated),-5,2,3
Nc1nc(N)nc(-c2cccc(Br)c2)n1,-9,-1,-2
CC(=O)CC(=O)NC1CCc2ccccc21 (configuration not stated),0,5,5
Cc1nc2ccccc2c2c(N)cccc12,12,11,-3

# Additional results:
SMILES,EBI2 antag,CCR6 antagonist,CXCR6 block
O=C1CC(N2CCN(c3ccc(F)cc3)CC2)C(=O)N1Cc1ccc(N2CCCC2=O)cc1 (configuration not stated),-15,-5,-2
O=C1CC(C(=O)O)C(c2ccccc2)c2ccccc21 (configuration not stated),0,4,10
C[C@]12CC[C@H](O)CC1=CCC1C2CC[C@@]2(C)C1CC[C@@H]2NC(=O)[C@@H](N)CO (some centres not stated),-9,10,-1
O=[N+]([O-])c1ccc(O)c(/C=N/Nc2ccccc2[N+](=O)[O-])c1,12,56*,35
CCN(C(=O)COC(=O)CCOc1ccc(C(C)(C)C)cc1)c1c(N)n(Cc2ccccc2)c(=O)[nH]c1=O,-6,11,0
c1nc(SSc2ncnc3nc[nH]c23)c2[nH]cnc2n1,-4,-1,-4
Cc1ccccc1-c1cccc([C@@H]2C[C@H]3[C@H](CON3C)CN2Cc2cc(Cl)cc(Cl)c2)c1,11,21,0
O[C@@H]1Cc2ccccc2O[C@H]1c1ccccc1,4,9,-4
COc1cc(/C=N\Nc2ccc([N+](=O)[O-])cc2)ccc1OCC(=O)Nc1ccc(C)c(C)c1,1,45,7
CN(CCc1ccccc1)C(=O)c1cccc(NC(=O)Cc2cccc(NC(=O)C3CCCN(C(=O)C4CCC4)C3)c2)c1 (configuration not stated),-6,-9,7
O=Cc1s/c(=N\S(=O)(=O)c2ccccc2)n(CCCCl)c1Cl,22,105*,98*
Nc1cccc2cc(S(=O)(=O)O)ccc12,-23,2,-10
Cc1ccc(S(=O)(=O)NCCCNC(=O)OCc2ccccc2)cc1,4,15,0
C=CCn1c(C)cc(C(=O)Cn2ncc(Cl)c(Cl)c2=O)c1C,8,9,34
O=c1[nH]c2nc(Br)[nH]c(=O)c2[nH]1,-9,1,3
CC(=O)C1=C(C)NC(C)=C(C(C)=O)C1c1ccc(-c2ccccc2Cl)o1,-12,-4,-8
O=C(CSc1nc(-c2ccccc2)nc2c1Cc1ccccc1O2)Nc1ccc(C(=O)O)cc1,-3,38,5
Cc1ccc2nc(C)cc(Nc3ccc([N+](=O)[O-])cc3)c2c1,4,11,1
Fc1ccc(C2=NNC(=NCc3ccccc3)SC2)cc1F,3,13,5
COc1ccccc1OCC(=O)Nc1nnc(-c2ccco2)s1,-1,3,-4
O=C(O)CSc1cc(NS(=O)(=O)c2ccc(Cl)cc2)c2ccccc2c1O,-5,10,-1
N#CCCCCN1CCCC1,-6,-5,-6
C=CCN1C(=O)/C(=C/c2ccc(OC(C)=O)c(OCC)c2[N+](=O)[O-])SC1=S,-18,54*,42*
COc1cc(C(=O)N2CCN(c3cccc(C(F)(F)F)c3)CC2)ccc1OCC(=O)N1CCOCC1,6,4,-1
S=c1[nH]c2ccc(Cl)cc2s1,9,2,-3
Cc1cc(C)n2nc(/C(C#N)=C/c3ccccc3)c(C#N)c2n1,1,-5,8
O=[N+]([O-])c1cc(Cc2ccccc2)cc(C=Nc2ccc(N3CCOCC3)cc2)c1O,4,55*,43*
CCCCN1CC(COCc2ccccc2)Oc2cccc(Oc3ccc(OC)cc3)c2S1(=O)=O (configuration not stated),3,11,4
CCOC(=O)N(O)c1ccc(C=Cc2ccccc2)cc1,-12,-6,-10
CCOC(=O)N1CCN(c2ncnc3c2cnn3-c2ccc(OC)cc2)CC1,-11,11,-38
Cc1cn([C@H]2C[C@H](O)[C@@H](CCC(=O)NCCc3cnc[nH]3)O2)c(=O)[nH]c1=O,-10,0,-1
Cn1c(=O)c2c(c3ccccc31)OC(=O)CC2c1cccnc1 (configuration not stated),1,9,6
Cc1c(NS(=O)(=O)c2cccc(C(=O)NCc3ccco3)c2)c(=O)n(-c2ccccc2)n1C,-1,-10,5
CC1=CC(=O)Nc2ccccc2S1,6,25,1
COc1ccc2oc(C(=O)c3ccccc3)c(NC(=O)CN3CCN(C)CC3)c2c1,-11,6,1
COc1ccccc1OCCNC(=O)CCNS(=O)(=O)c1ccc(C)cc1,-11,5,-2
Cc1c(NS(=O)(=O)c2cccc(C(=O)NCc3cccc(Cl)c3)c2)c(=O)n(-c2ccccc2)n1C,5,4,2
COc1cccc(CN(C)C(=O)c2cccc(S(=O)(=O)Nc3cccc(C)c3)c2)c1OC,15,6,-2
O=C(Nc1ccccc1Cl)O/N=C/c1ccc(F)cc1,-7,0,0
CCOC(=O)N1CCN(S(=O)(=O)c2ccc3c(c2)NC(=O)CO3)CC1,-3,6,-8
CCCCNCCS(=O)(=O)NCc1ccc(OC)cc1,-3,2,-2
COCCN1C(=O)C(C(=O)OC)CC2=C1CC(C)(C)CC2=O (configuration not stated),-7,5,-1
CCCCCCCCCCCCCCCC[N+](C)(C)Cc1ccc(F)cc1,1,49,8
COc1cccc(C=NNc2ccc([N+](=O)[O-])cn2)c1OC,2,-7,-1
COc1ccc(Cl)cc1C=CC=Nc1ccc(S(N)(=O)=O)cc1,-14,4,-2
CC1CCCCC1NC(=O)COC(=O)c1c2c(nc3ccccc13)/C(=C/c1ccco1)CC2 (configuration not stated),2,26,19
O=C(Nc1ccc2oc(-c3cccnc3)nc2c1)c1ccc([N+](=O)[O-])o1,-13,0,-8
O=C1NC(=O)C(c2ccccc2)N1 (configuration not stated),-15,10,-8
COc1cc2c(cc1OC)C(O)C(O)(CO)C(C(=O)O)C2c1cc(OC)c(OC)c(OC)c1 (configuration not stated),2,-5,-6
C[C@@H]1CN([C@@H](C)CO)C(=O)c2cc(NS(C)(=O)=O)ccc2O[C@@H]1CN(C)Cc1ccc(C(F)(F)F)cc1,-4,8,-13
COc1cc(OC)c(OC)cc1/C=C/C(=O)OCC(=O)Nc1c(C)n(C)n(-c2ccccc2)c1=O,-4,0,-6
CN1CCN(CCCNc2nc3ccccc3c3nc(-c4ccccc4)nn23)CC1,15,0,1
Nc1nc(=O)n(C2CC(O)C(CO)O2)cc1F (configuration not stated),-8,4,1
CCN(CC(=O)Nc1ccc(NC(C)=O)cc1)C(=O)c1ccc(COc2ccc(C(C)(C)C)cc2)cc1,14,7,0
Nc1ncnc2[nH]c(=S)[nH]c12,-15,-15,-5
O=C(O)C1C2CC3OC(=O)C1C3C2 (configuration not stated),-3,0,2
CNc1ncnc(Sc2nc(N)nc3nc[nH]c23)c1[N+](=O)[O-],-12,7,0
O=c1ccn([C@@H]2O[C@H](CNCc3ccc(-c4cc(C(F)(F)F)ccc4Cl)o3)[C@@H](O)[C@H]2O)c(=O)[nH]1,-4,4,-4
Cc1csc(=O)n1CC(=O)OC(C)C(=O)Nc1ccc(N(C)C)cc1 (configuration not stated),-4,11,-7
